Lamin A splicing – modulators of lamin A splicing; HeLa LMNA splicing GFP/RFP minigene ratio, 48 h; Potency, µM (series often up to 46.1 µM), for inactives: top-dose ratio change, negative = inhibition, actives largely listed as inhibitors; actives 0.01% (n = 200,000); AID 1487; active = well fitted inhibition curve with a large enough effect in the signal ratio, with a control signal flat, not every such curve was filed as active; inconclusive = small, poorly fitted or top-dose-only effect, or effect the other way, or a change in a side signal; the % refers to the signal ratio; also: % is scaled to controls: 0 for no effect and ±100 for the full control effect
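Read-out is the ratio of GFP to DsRed2 object intensity, acquired by 488 nm laser-scanning cytometry on HeLa lamin A-EGFP minigene reporter cells. Compound incubation 48 hrs at 37 °C in Opti-MEM with 2% FBS; DMSO 0.5% final.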
SMN2 splice up – SMN2 splice variant enhancement; HEK293 SMN2-luciferase splicing reporter, luminescence, 30-36 h; Potency, µM (titrated, usually from 46.1 µM), inactives show at the highest dose activity change, positive = activation, actives largely listed as activators; actives 2.8% (n = 210,000); AID 1458; also: % of control where 0% means no effect; nearly all actives have a fitted effect of over 55% in size
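HEK293 cells carry an SMN2 minigene-luciferase reporter in which exon 7 inclusion puts luciferase in frame. Cells were seeded at 2000 cells/well, attached for 10-12 hours, then exposed to compounds for 30-36 hours at 37C before ONE-Glo luminescence.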
Tau fibril ThT – blocks human tau fibril formation measured by thioflavin T. actives 2.1% (n = 270,000). P10636. recombinant tau K18 P301L (four-repeat tau fragment), heparin-induced fibrillization, ThT fluorescence. Potency, µM (series often up to 57.4 µM), inactives show top-dose activity, negative = inhibition, usual class: inhibitors; also: % is scaled to controls: 0 for no effect and ±100 for the full control effect; nearly all actives have a fitted effect of over 55% in size
Target sequence (P10636 561-689 P618L limits assumed): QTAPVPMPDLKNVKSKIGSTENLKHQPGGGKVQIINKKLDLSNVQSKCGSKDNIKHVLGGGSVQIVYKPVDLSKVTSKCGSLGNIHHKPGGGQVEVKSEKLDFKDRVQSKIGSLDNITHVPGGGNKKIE
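Tau K18 P301L fragment (15 uM unlabeled plus 0.24 uM Alexa 594-labeled) in 100 mM sodium acetate pH 7 with compound, fibrillization induced by 20 uM heparin for 6 hr at 37 C. Thioflavin T (30 uM) added, fluorescence read after 1 hr (ex 450, em 510 nm).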
ALDH1A1 inh – inhibitors of human aldehyde dehydrogenase 1A1; P00352; Purified ALDH1A1, NADH fluorescence, propionaldehyde substrate; Potency, µM (titrated, usually from 75.3 µM), without a hit: at the highest dose activity, negative = inhibition, usual class: inhibitors; actives 7.3% (n = 220,000); active = well fitted inhibition curve with a large enough effect, not every such curve was filed as active; inconclusive = small, poorly fitted or top-dose-only effect, or another doubt; inactive = no such curve, though single readings can be large or run the other way;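 also: plate controls were no enzyme wells and a reference inhibitor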
Target sequence (P00352 whole entry, looked up): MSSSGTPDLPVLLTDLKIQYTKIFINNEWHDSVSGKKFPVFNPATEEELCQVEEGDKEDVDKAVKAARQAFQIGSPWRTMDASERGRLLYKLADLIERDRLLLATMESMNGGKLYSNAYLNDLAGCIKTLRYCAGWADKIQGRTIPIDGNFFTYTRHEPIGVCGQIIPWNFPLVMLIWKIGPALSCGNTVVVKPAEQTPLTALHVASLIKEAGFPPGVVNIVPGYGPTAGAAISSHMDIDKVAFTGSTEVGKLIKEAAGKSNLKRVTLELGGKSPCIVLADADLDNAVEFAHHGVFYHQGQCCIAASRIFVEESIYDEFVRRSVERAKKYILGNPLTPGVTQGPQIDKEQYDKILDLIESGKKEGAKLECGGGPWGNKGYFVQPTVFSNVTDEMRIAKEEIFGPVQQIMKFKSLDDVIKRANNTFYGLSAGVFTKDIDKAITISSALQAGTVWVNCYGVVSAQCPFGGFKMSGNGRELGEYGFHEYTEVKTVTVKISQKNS
RECQ1 inh – inhibitors of human RECQ1 DNA helicase; P46063; RECQ1 DNA unwinding, red fluorescence kinetic read; Potency, µM (highest dose often 57.3 µM), inactives show top-dose activity, negative = inhibition, hits mostly inhibitors; actives 0.54% (n = 240,000);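 also: plate controls were vehicle for no effect and no enzyme for full effect; nearly all actives have a fitted effect of over 30% in size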
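RECQ1T1 50 nM; forked duplex (20 bp + 30-nt ss tails) 200 nM, ATP 2 mM final; pH 8.0, 2 mM MgCl2, 2.5 ug/ml poly(dI-dC); 15 min compound preincubation; discontinuous kinetic read over 2 h at RT.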
L3MBTL1 inh – L3MBTL1 (human) inhibition; Q9Y468; Potency, µM (top dose mostly 57.1 µM), inactives show at the highest dose activity, negative = inhibition, hits mostly inhibitors; actives 0.66% (n = 230,000); AlphaScreen L3MBTL1–H3K9me1 peptide binding; also: % is scaled to controls: 0 for no effect and ±100 for the full control effect; nearly all actives have a fitted effect of over 60% in size
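AlphaScreen proximity signal between nickel-chelate acceptor and streptavidin donor beads (final 10 ug/mL) reports binding of 50 nM L3MBTL1 to 75 nM biotin-H3 K9me1 peptide; complex incubated with compounds 30 min at room temperature; cefsulodin titration as control.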
KDM4E inh – blocks human JMJD2E demethylase activity; B2RXH2; Potency, µM (series often up to 57.1 µM), for inactives: top-dose activity change, negative = inhibition, hits mostly inhibitors; AID 2147; actives 1.6% (n = 230,000); JMJD2E catalytic domain, FDH-coupled NADH fluorescence (FDH is formaldehyde dehydrogenase); active = well fitted inhibition curve with a large enough effect, not every such curve was filed as active; inconclusive = small, poorly fitted or top-dose-only effect, or another doubt; inactive = no such curve, though single readings can be large or run the other way;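 also: 0% = wells with enzyme and -100% = buffer wells without enzyme; nearly all actives have a fitted effect of over 50% in size; many of its hits are not listed in these tables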
Target sequence (B2RXH2 1-337 limits assumed): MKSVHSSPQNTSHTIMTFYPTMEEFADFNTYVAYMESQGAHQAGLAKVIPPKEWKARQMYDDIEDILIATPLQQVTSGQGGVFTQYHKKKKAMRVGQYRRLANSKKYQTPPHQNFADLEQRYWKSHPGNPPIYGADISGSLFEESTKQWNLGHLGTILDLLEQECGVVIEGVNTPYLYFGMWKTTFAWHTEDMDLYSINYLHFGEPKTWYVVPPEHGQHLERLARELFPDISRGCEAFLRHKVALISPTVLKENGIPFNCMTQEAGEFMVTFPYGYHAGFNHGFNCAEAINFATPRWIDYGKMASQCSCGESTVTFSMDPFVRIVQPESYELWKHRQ
Luc counter – counter-screen: inhibitors of Kinase-Glo firefly luciferase; AID 1379; Kinase-Glo luciferase, ATP luminescence, 8 min; Q27757; Potency, µM (titrated, usually from 38.3 µM), inactives show top-dose activity change, negative = inhibition, hits mostly inhibitors; actives 0.28% (n = 200,000); also: % is scaled to controls: 0 for no effect and ±100 for the full control effect; nearly all actives have a fitted effect of over 60% in size
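Recombinant Kinase-Glo luciferase, 10 uM ATP (linear range), luciferin; imidazole pH 7.2 / KCl / MgCl2 / Tween / BSA buffer; 8 min RT; luminescence.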
Numbers without * were called inactive; i = inactive; ? = inconclusive; . = not tested or not shown; [ ] = another dose, or the depositor's remark. Unless noted, calls follow the shape of the dose curve; as a rule, active = well fitted curve in the direction sought with a large enough effect; inconclusive = small, poorly fitted or top-dose-only effect, or another doubt; inactive = no such curve, though single readings can be large; an effect the other way counts as inactive or inconclusive. Potency is read from the fitted curve at half-maximal effect. This is a subset; the hit share may differ from the screen's.

Order of results – Lamin A splicing	SMN2 splice up	Tau fibril ThT	ALDH1A1 inh	RECQ1 inh	L3MBTL1 inh	KDM4E inh	Luc counter
Nc1nc2c(c(=O)[nH]1)N(C=O)[C@H](CNc1ccc(C(=O)N[C@@H](CCC(=O)O)C(=O)O)cc1)CN2
  ?	-5%[20.6 µM]	.	-2%[20.9 µM]	-1%[25.9 µM]	.	4%[25.5 µM]	2%[17.1 µM]
C[C@@H]1NC(=O)[C@H](CCC(N)=O)NC(=O)c2cc([N+](=O)[O-])cc(I)c2NCC[C@@H](C(N)=O)NC1=O
  -6%	-5%	?	-5%	-3%	3%	-27%	-1%
NC(=S)N/N=C/c1cccc(O)c1O
  ?	?	?	3%	-10%	28µM*	35µM*	-5%
O=C(N/C(=C/C=C/c1ccccc1)C(=O)N1CCOCC1)c1ccccc1Br
  ?	10%	-6%	-1%	-17%	-16%	-5%	0%
Cc1ccc(C)c(OCC(=O)N2CCN(C(=O)c3ccco3)CC2)c1
  5%	2%	-7%	-5%	i	-2%	6%	-3%
Cc1ccc(-n2ncc3c(NCC4CCCO4)ncnc32)c(C)c1 (stereo unspecified)
  -13%	-15%	4%	-11%	-3%	7%[11.4 µM]	-11%	-1%
CC(=O)Nc1ccc(S(=O)(=O)NCc2ccc3[nH]c(C)cc3c2)cc1
  ?	-32%[inhibitor]	?	-1%	i	-1%	-7%	1%
NC(=O)N/N=C/c1ccc2cccc(OCc3ccccc3)c2n1
  .	.	-11%	.	1%	6%	?	.
CC(=O)c1cc2c(cc1O)OC(C)(C)C=C2
  .	-3%	3%	?	-6%	.	-3%	-5%
Cc1ccc(N2C(=O)C(CC(=O)Nc3cccc(F)c3)N(C3CC3)C2=O)cc1 (stereo unspecified)
  .	16%	2%	20µM*	i	.	-1%	-2%
O=c1cnnc(N/N=C/C2CC=CCC2)[nH]1 (stereo unspecified)
  .	3%	-13%	?	-11%	.	-22%	1%
O=C(Cn1c(=O)oc2ccccc21)N(Cc1ccccc1)C1CCS(=O)(=O)C1 (stereo unspecified)
  0%	-15%	12%	22%	-11%	6%	1%	-3%
CC1(C)CC(=O)C2=C(C1)OC(c1ccc(O)cc1)C(C#N)=C2N (stereo unspecified)
  ?	8%	-7%	1.1µM*	7%	1%	2%	1%
CNC(=O)c1snnc1-c1ccccc1
  0%	-8%	-11%	7%	i	.	0%	-2%
O=C(/C=C/c1ccc(F)cc1)Nc1ccc2[nH]c(=O)[nH]c2c1
  .	.	?	13%	7%	2%	-7%	.
O=C(O)CC1S/C(=N/N=C/c2ccc([N+](=O)[O-])cc2)N(c2ccc(O)cc2)C1=O (stereo unspecified)
  8%[46 µM]	-9%	?	?	i	-3%	-22%	0%
Cc1c(NC(=O)Nc2ccccc2Cl)c(=O)n(-c2ccccc2)n1C
  .	.	-7%	?	22%	?	-1%	.
COc1ccccc1N(CC(=O)Nc1ccc(S(=O)(=O)N2CCCCC2)cc1)S(C)(=O)=O
  ?	.	-8%	?	-1%	29%	-1%	0%
COc1ccc(-c2csc(CCn3nc(C)cc3C)n2)cc1OC
  -17%[46 µM]	4%	-3%	6%	-7%	-5%	-14%	1%
CCNc1nc2c(c(=O)n(Cc3ccccc3)c(=O)n2C)n1Cc1ccccc1
  1%	-2%	-9%	-12%	-10%	-2%	2%	-4%

(cont.)
Order of results – Lamin A splicing	SMN2 splice up	Tau fibril ThT	ALDH1A1 inh	RECQ1 inh	L3MBTL1 inh	KDM4E inh	Luc counter
Cc1ccc(S(=O)(=O)N(CC(=O)NN=C2CCN(C)CC2)c2ccc(C(C)C)cc2)cc1
  .	-3%	-7%	-2%	i	.	4%	-3%
CCOC(=O)N/N=C1\CCS(=O)(=O)c2ccc(Cl)cc21
  19%[46 µM]	.	-1%	7%	i	8%	7%	.
Cc1occc1-c1nnc(SCC(=O)c2c(N)n(Cc3ccccc3)c(=O)n(C)c2=O)n1C
  6%	-6%	2%	-13%	i	-2%	-7%	5%
Cc1ccc(NC(=O)COC(=O)c2cc(Cl)ccc2[N+](=O)[O-])cc1
  6%	8%	-15%	-1%	-19%	-1%	7%	4%
Cc1ccc(OCC2Cn3c(nc4c3c(=O)n(C)c(=O)n4C)O2)cc1 (stereo unspecified)
  -4%	-38%[inhibitor]	-2%	8%	-1%	-8%	-8%	6%
O=C(c1cc(-c2cccs2)on1)N1CCN(C(c2ccccc2)c2ccccc2)CC1
  ?	-14%	-8%	-5%	-10%	.	4%	-2%
c1ccc(-c2ccc3c(c2)NC(C2Nc4cc(-c5ccccc5)ccc4O2)O3)cc1 (stereo unspecified)
  -13%[46 µM]	.	-16%	-11%	i	-10%	?	.
Cc1nc(C)c(C(=O)N/N=C/c2cn(C)c3ccccc23)s1
  -9%	-4%	?	1%	-16%	.	6%	-3%
COc1ccnc(Oc2ccc(Cl)cc2)c1C#N
  7%[46 µM]	-1%	6%	-5%	-3%	35%[activator]	-1%	0%
COc1cc(C(=O)NCc2nnc(SCC(=O)Nc3nccs3)o2)cc(OC)c1OC
  10%[46 µM]	8%	-17%	-2%	i	?	?	-1%
O=Cc1ccc(N2CCCC2)o1
  ?	-35%[inhibitor]	-3%	-11%	i	.	-3%	0%
CCCCNC(=O)COC(=O)c1cc2c(C)nn(-c3ccccc3)c2s1
  2%	4%	-6%	-5%	-5%	5%	?	-3%
Cc1ccc(S(=O)(=O)Oc2ccc(/C=C3\N=C(c4cccc(C)c4)OC3=O)cc2)cc1
  6%	-9%	-14%	?	-10%	1%	?	-1%
Cc1c(Cl)cccc1NC(=O)CNC(=O)c1ccc(F)cc1
  6%	-7%	-1%	12%	-8%	12%	?	1%
COc1ccc(-n2c(CN3CCN(Cc4ccccc4)CC3)nc3ccc([N+](=O)[O-])cc3c2=O)c(OC)c1
  .	1%	?	20µM*	i	.	?	2%
Cc1ccc(C(N)=O)cc1S(=O)(=O)Nc1cccc(C)c1C
  8%	14%	1%	1%	-13%	0%	-1%	-3%
C#CCSc1nc(=O)c2cccnc2n1-c1ccc(C)cc1
  .	.	-7%	.	i	-5%	-5%	.
Cc1cccc(C)c1NC(=O)CNc1ccccc1
  -12%	-3%	-3%	?	0%	7%	-6%	2%
CCN(C(=O)COC(=O)c1cc(C)n(-c2ccc(F)cc2)c1C)C1CCS(=O)(=O)C1 (stereo unspecified)
  -5%	-50%[inhibitor]	6%	?	-5%	-24%	-3%	-6%
CCOc1ccc(C(C)=O)cc1N1C(=O)C2C3C=CC(C3=C(C)C)C2C1=O (stereo unspecified)
  9%	-15%	-4%	-3%	i	1%	4%	-1%

Continuation.
Order of results – Lamin A splicing	SMN2 splice up	Tau fibril ThT	ALDH1A1 inh	RECQ1 inh	L3MBTL1 inh	KDM4E inh	Luc counter
O=C(Nc1ccc(S(=O)(=O)Nc2ccccc2)cc1)c1ccc(CN2CCOCC2)cc1
  ?	.	12%	6%	-7%	-7%	-3%	-3%
O=C(CSCc1ccc(F)cc1)NCc1ccco1
  -9%	-26%	-9%	?	i	.	5%	-4%
O=C(c1ccco1)N1CCN(c2ncnc3scc(-c4ccccc4)c23)CC1
  6%	7%	-10%	11µM*	i	.	5%	1%
N#Cc1c(Nc2ccccc2)sc(C(=O)c2ccc(F)cc2)c1N
  ?	12%	?	10%	6%	-4%	-1%	4%
O=S(=O)(c1ccc(OCC(O)CN2CCCCC2)cc1)N1CCOCC1 (stereo unspecified)
  1%	-7%	1%	4%	14%	0%	-3%	-1%
O=C1OCCC1Sc1nc(-c2ccccc2)cs1 (stereo unspecified)
  -6%	2%	-9%	-15%	-3%	-2%	-6%	1%
C=C(C)[C@H]1CC=C(C)/C(=N/NC(=O)CNc2ccccc2OC)C1
  4%	-3%	-11%	-6%	-2%	4%	-1%	-1%
CC(C)Nc1nc(SC(C)C(=O)Nc2ccccc2)nc(N(C)C)n1 (stereo unspecified)
  -11%[46 µM]	-28%	-1%	-2%	0%	.	-11%	1%
CN(C)S(=O)(=O)c1cc(NC(=O)COC(=O)Cc2cccc3ccccc23)ccc1Cl
  -15%	.	3%	?	-9%	-8%	5%	.
CC1CC(C)CN(CCC(=O)Nc2cccc(Cl)c2)C1 (stereo unspecified)
  7%	19%	1%	10%	-17%	.	-2%	0%
CCn1c(SCC(=O)Nc2cc3oc4ccccc4c3cc2OC)nnc1-c1cccs1
  0%	0%	-3%	13µM*	-2%	3%	-14%	-2%
C#Cc1ccc(C(=O)Nc2ccc(N3CCC(C)CC3)c(C(N)=O)c2)cc1
  .	-5%	?	?	-12%	-15%	?	-3%
O=C(Cn1cccc1C(=O)c1ccccc1)NCCC1=CCCCC1
  .	-21%	-5%	1%	-19%	.	?	0%
O=C(Cc1ccc(Cl)c(Cl)c1)Nc1ccc(SC(F)F)cc1
  ?	27%	8%	4%	-1%	31%[activator]	-3%	-1%
C/C(=N\NS(=O)(=O)c1ccc(C)c([N+](=O)[O-])c1)c1cc2ccccc2o1
  2%	0%	?	?	-11%	.	-11%	-3%
Cc1cc(C)n(C(=O)/C(C#N)=N/Nc2cc(Cl)cc(Cl)c2)n1
  -7%[9.22 µM]	-70%[inhibitor]	?	-4%	-10%	5%	-2%	1%
Cc1ccc(OCC(=O)Nc2ccc(S(=O)(=O)Nc3onc(C)c3C)cc2)cc1
  1%	-1%	-16%	17%	-5%	0%	6%	0%
CC1CCCC(NC(=O)C2c3ccccc3C(=O)N2Cc2cccs2)C1C (stereo unspecified)
  ?	2%	-3%	-1%	3%	7%	9%	-3%
O=S(=O)(Nc1ccccc1O)c1ccc(-c2ccccc2)cc1
  ?	-3%	-3%	-10%	?	1%[11.4 µM]	-2%	1%

Source: PubChem
